Source: PubChem
V1aR counter = agonists of human V1a receptor, primary screen, counter-screen for OXTR agonist project, fluorescence, CHO-V1R cells | activation, % at 3 µM | Vasopressin V1a receptor (Homo sapiens), P37288 | hit rate 0.25% among 320,000 | Fluo-8 calcium fluorescence, agonist mode; 0% DMSO, 100% 3 nM vasopressin;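 active = activation above the mean activation of all tested compounds plus 3 SD, per screening run, cut at about 20% in these data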;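 also: signal is peak over basal fluorescence ratio across a 100 second FLIPR read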
Target sequence (P37288 whole entry, looked up): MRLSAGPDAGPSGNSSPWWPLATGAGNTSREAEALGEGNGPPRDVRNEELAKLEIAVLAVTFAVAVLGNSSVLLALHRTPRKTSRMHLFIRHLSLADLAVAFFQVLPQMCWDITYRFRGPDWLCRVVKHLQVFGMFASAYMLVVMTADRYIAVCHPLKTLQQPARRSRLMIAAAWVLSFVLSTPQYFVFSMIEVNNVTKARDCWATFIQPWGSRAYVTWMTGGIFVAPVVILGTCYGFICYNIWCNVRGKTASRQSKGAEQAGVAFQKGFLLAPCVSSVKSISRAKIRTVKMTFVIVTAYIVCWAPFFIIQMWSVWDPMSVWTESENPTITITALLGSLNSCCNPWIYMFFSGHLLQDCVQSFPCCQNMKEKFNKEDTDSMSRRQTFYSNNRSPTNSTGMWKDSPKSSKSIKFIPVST
CHO-K1 Ca antag = nonselective inhibitor or artifact in parental CHO-K1 cells. ATP-induced calcium, Fluo-8 fluorescence. inhibition, % at 3 µM. hit rate 0.6% among 360,000. AID 602250;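 active = inhibition above a per-plate cutoff, the plate's mean sample inhibition plus 3 SD, cut at about 24% in these data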;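 also: 0% = DMSO plus EC80 ATP and 100% = DMSO alone without ATP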
OXTR agonist = human OXTR agonists, primary screen, fluorescence, CHO-OTR cells, Fluo-8 calcium. Fluo-8 calcium fluorescence; normalized: DMSO 0%, oxytocin 100%. Oxytocin receptor (Homo sapiens), P30559. hit rate 0.32% among 320,000. activation, % at 3 µM;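 active = activation above the mean of all tested compounds plus 3 SD, cutoff set per screening run, cut at about 20% in these data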;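 also: peak over basal fluorescence ratio from a 100 s FLIPR kinetic read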
TAAR1 antag = human TAAR1 antagonists, primary screen, Fluo-8 calcium fluorescence, CHO RD-HGA16 cells | inhibition, % at 3 µM | Trace amine-associated receptor 1 (Homo sapiens), Q96RJ0 | antagonist | hit rate 1.5% among 360,000;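 active = inhibition above a per-plate cutoff, the mean inhibition of test compounds on that plate plus 3 SD, cut at about 49% in these data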;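 also: 0% = DMSO plus EC80 beta-PEA response and 100% = DMSO alone without agonist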
Target sequence (Q96RJ0 whole entry, looked up): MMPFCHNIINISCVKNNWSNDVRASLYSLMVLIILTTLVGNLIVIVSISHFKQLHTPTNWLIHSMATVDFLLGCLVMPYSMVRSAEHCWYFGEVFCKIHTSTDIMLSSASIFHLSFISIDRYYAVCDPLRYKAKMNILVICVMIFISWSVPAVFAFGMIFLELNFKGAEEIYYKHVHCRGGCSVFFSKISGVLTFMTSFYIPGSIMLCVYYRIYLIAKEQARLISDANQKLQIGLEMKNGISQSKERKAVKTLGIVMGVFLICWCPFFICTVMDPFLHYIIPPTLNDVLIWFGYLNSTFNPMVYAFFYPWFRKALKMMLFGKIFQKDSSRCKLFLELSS
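System: RD-HGA16 CHO cells with stable hTAAR1 and Gα16 | Probe or stimulus: EC80 β-phenethylamine stimulus | Dosing: 3 µM, single point | Times: Dye loading 75 min at 37 °C, then 30 min room temperature | Measured by: Fluo-8 calcium-sensitive fluorescence | Read-out basis: % inhibition of agonist calcium response | Replicates: n of 1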
GPR7 antag = GPR7 receptor antagonists, primary screen, cell-based, fluorescence, single concentration | inhibition, % at 4.4 µM | hit rate 1.1% among 290,000 | Neuropeptides B/W receptor type 1 (Homo sapiens), P48145 | GPR7-expressing cells, fluorescence antagonist assay; in the data active = inhibition above about 16%, passing the limit was not always enough;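 also: cells stimulated with the agonist NPW; 0% = agonist with vehicle and 100% = vehicle without agonist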
Target sequence (P48145 whole entry, looked up): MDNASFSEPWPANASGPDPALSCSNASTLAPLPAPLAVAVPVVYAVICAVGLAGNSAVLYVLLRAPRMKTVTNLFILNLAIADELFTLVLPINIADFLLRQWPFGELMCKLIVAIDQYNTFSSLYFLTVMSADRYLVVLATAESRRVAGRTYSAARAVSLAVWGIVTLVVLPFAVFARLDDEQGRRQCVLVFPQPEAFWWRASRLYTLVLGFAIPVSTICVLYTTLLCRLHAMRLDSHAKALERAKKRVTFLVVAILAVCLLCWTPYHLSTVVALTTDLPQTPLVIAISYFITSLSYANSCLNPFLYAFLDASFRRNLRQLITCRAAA
M1 PAM parental = nonselective calcium activators in parental CHO-K1 cells, primary screen, counter-screen for M1 PAM project, cell-based, Fluo-8 calcium fluorescence, full deck, 1536-well. ATP EC20; 0% at ATP EC20, 100% at ATP max. activation, % at 3 µM. hit rate 0.02% among 360,000. AID 602247, 2012;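 active = activation above the run cutoff, the mean activation of all test compounds plus 3 SD, cut at about 40% in these data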;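 also: peak over basal fluorescence ratio in a 140 s read after ATP addition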
OXTR potentiate = human OXTR potentiators, primary screen, fluorescence, CHO-OTR cells, Fluo-8 calcium; Oxytocin receptor (Homo sapiens), P30559; Fluo-8 calcium fluorescence, potentiator mode; 0% = oxytocin EC15, 100% = EC100; activation, % at 3 µM; hit rate 0.061% among 320,000; AID 2445, 2010;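 active = activation above that plate's cutoff, the mean activation of tested compounds plus 3 SD, cut at about 6.6% in these data, passing the limit was not always enough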;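 also: 100% uses oxytocin at 75 nM as the full agonist control; some results filed as inactive read as strong as hits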
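Assay system: CHO-OTR cells, human receptor / Also added: oxytocin at about EC15, sub-maximal agonist stimulus / Dosing: single dose, 3.0 µM nominal final compound concentration / Incubation: 6 min pre-incubation, 100 s read / Technique: Fluo-8 calcium dye fluorescence / Read-out: % activation vs EC15 and EC100 oxytocin / Benchmarks: EC15 oxytocin low, 75 nM oxytocin high / Replicates: singlicate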
M1 ag parental = counter-screen for M1 agonists: effect in parental CHO-K1 cells; AID 602248, 2012; activation, % at 3 µM; hit rate 0.48% among 360,000; Fluo-8 calcium fluorescence; scaled to maximal ATP response, vehicle zero; in the data active = activation above about 15%;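 also: untransfected CHO-K1 host cells lacking M1 receptor as counterscreen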
CHO parental Ca = ATP-evoked calcium signal inhibitors, parental CHO, primary screen, counter-screen for OX1R antagonist project, cell-based, fluorescence, Fluo-8 calcium dye. parental CHO-K1, ATP-induced calcium, Fluo-8 fluorescence. inhibition, % at 5.6 µM. hit rate 0.63% among 330,000;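 active = inhibition above that plate's mean sample inhibition plus 3 SD, cut at about 26% in these data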;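 also: 0% = ATP-challenged DMSO wells and 100% = DMSO wells without ATP; some compounds past the cut are filed as inactive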
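test system = CHO parental line | reagent = ATP stimulus | measured by = intracellular calcium via Fluo-8 no-wash fluorescent dye | control set = ATP and no-ATP DMSO wells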
The depositor's hits bear a star; · = no result given.

Structure	CHO-K1 Ca antag	M1 PAM parental	OXTR potentiate	TAAR1 antag	CHO parental Ca	V1aR counter	OXTR agonist	GPR7 antag	M1 ag parental
O=C(Cn1cc(C(=O)c2cccs2)c2ccccc21)NC1CCCCC1	1.3	-4.8	-7.4	7.4	-12.3	0.3	-1.1	-3.5	0.4
COc1cc2ccccc2cc1C(=O)NCCCN1CCOCC1	15.2	-0.7	0.9	-9.7	-8.3	3.8	0.3	·	-0.5
CCOC(=O)c1cc2c(ccn2C)n1CC(=O)Nc1ccc(F)cc1	-10.3	18.3	-0.5	12.9	-17.6	-0.5	-1.7	-8.8	0.5
CC(=O)N1c2ccc(S(=O)(=O)NCC3CCC(C(=O)N4CC(C)CC(C)C4)CC3)cc2CC1C (stereo unspecified)	-14.7	10.9	-9.6	-9.3	-18.2	5.5	4.5	-11.9	9.4
Cc1cccc(N2CCN(C(=O)NC3CCCCC3)CC2C)c1 (stereo unspecified)	5.4	-2.0	·	-11.8	·	·	·	-1.8	1.2
Cc1cccc(-c2nnc(SCC(=O)Nc3cc(C)on3)n2C)c1	-7.8	11.7	-2.2	-2.4	-6.1	0.4	-0.7	-2.4	-0.2
CCC(C)(C)NC(=O)C(c1cccnc1)N(C(=O)c1csnn1)c1ccc(C)cc1 (stereo unspecified)	-5.4	7.2	0.0	-2.8	-16.0	-1.3	-0.1	-8.4	-0.8
Cc1cc(NS(=O)(=O)c2ccc(NC(=O)NC(C)(C(F)(F)F)C(F)(F)F)cc2)no1	-2.5	8.2	-0.7	9.2	-8.3	1.0	0.5	-11.7	-0.3
COc1ccc(OCC(=O)N2CCC3(CC2)CC(=O)c2ccccc2O3)cc1	-10.1	5.2	-8.4	4.5	-0.6	1.4	1.3	·	1.4
CCOC(=O)C(CC)n1cnc2c(oc3ccccc32)c1=O (stereo unspecified)	-3.2	11.1	2.3	-2.7	-9.2	5.0	-0.1	-4.5	0.3
CN1CCCN(C(=O)C2CCCCC2)CC1	-4.1	12.1	-3.1	10.7	2.9	1.3	0.0	-15.7	1.0
CC(=O)Nc1ccc(CNc2nc(NCc3cccs3)nc3ccsc23)cc1	-10.0	-8.1	·	48.7*	·	·	·	·	8.8

Looked up by compound from the entries so far (3):
Structure	CHO-K1 Ca antag	M1 PAM parental	OXTR potentiate	TAAR1 antag	CHO parental Ca	V1aR counter	OXTR agonist	GPR7 antag	M1 ag parental
Cc1cc(NS(=O)(=O)c2ccc(NC(=O)NC(C)(C(F)(F)F)C(F)(F)F)cc2)no1	-2.5	8.2	-0.7	9.2	-8.3	1.0	0.5	-11.7	-0.3
Cc1cccc(-c2nnc(SCC(=O)Nc3cc(C)on3)n2C)c1	-7.8	11.7	-2.2	-2.4	-6.1	0.4	-0.7	-2.4	-0.2
Cc1cccc(N2CCN(C(=O)NC3CCCCC3)CC2C)c1 (stereo unspecified)	5.4	-2.0	·	-11.8	·	·	·	-1.8	1.2

The results go on:
Structure	CHO-K1 Ca antag	M1 PAM parental	OXTR potentiate	TAAR1 antag	CHO parental Ca	V1aR counter	OXTR agonist	GPR7 antag	M1 ag parental
CNC(=S)N(Cc1ccco1)Cc1cc2cc3c(cc2[nH]c1=O)OCCO3	-5.2	16.6	-0.9	-5.5	-8.8	1.9	0.2	-4.3	6.8
CCC1(CC)NC(=O)N(CC(=O)Nc2sc3c(c2C(N)=O)CCC3)C1=O	-10.6	18.9	-7.5	0.7	-17.4	-0.5	-0.5	-9.9	-0.5
Cn1c(SCc2nnc(-c3ccccc3Br)o2)nc2sc3c(c2c1=O)CCC3	-25.9	19.2	-0.9	15.9	-11.2	-0.3	0.0	-12.1	4.1
CCOC(=O)N(C)c1c(CC)nc2c(OCc3ccc(Cl)cc3Cl)cccn12	-12.9	-2.4	·	21.2	·	·	·	·	2.4
CCOC(=O)NNC(=O)CCn1c2c(c3ccccc31)CCCC2	-6.0	13.6	-6.3	-17.4	-16.9	-0.6	-0.9	7.1	0.7
Cc1ccc(S(=O)(=O)N2CCOCC2)cc1C(=O)OCCOc1cccc(Cl)c1	3.0	9.2	-7.2	1.4	-15.9	2.9	4.7	·	4.7
CCCCn1c(N)c(N(CC(C)C)C(=O)c2cc(C)oc2C)c(=O)[nH]c1=O	-8.0	8.4	-5.7	-7.2	-1.6	0.7	-0.7	2.1	1.1
Cc1ccc(S(=O)(=O)NCC(=O)N(CC2CCCO2)C(C(=O)NCC2CCCO2)C(C)C)cc1 (stereo unspecified)	-8.9	8.2	-1.4	17.4	-14.5	-0.2	-0.6	-2.0	0.2
COc1ccc2[nH]c(=O)c(CN(C(=O)c3ccncc3)C(C)C)cc2c1	-2.8	11.0	-1.6	-20.1	8.0	0.4	0.3	-3.5	0.1
COc1ccc(/C=N/NC(=O)CC(=O)NCc2cccnc2)cc1	-12.4	12.0	-0.3	-9.8	-2.8	5.3	0.0	-6.2	-0.4
CCOC(=O)CC1C(=O)NCCN1S(=O)(=O)c1cc(Cl)c(Cl)cc1Cl (stereo unspecified)	-4.3	22.0	-12.0	-6.3	5.7	-0.9	-0.1	-6.3	1.0
COc1ccc(-c2cn3cccnc3n2)cc1NC(=O)C1CCCC1	-2.9	-7.0	-0.2	12.4	-13.2	1.0	-0.4	-9.3	0.5
c1ccc(-c2ccc3c(c2)NC(C2Nc4cc(-c5ccccc5)ccc4O2)O3)cc1 (stereo unspecified)	-13.2	7.7	-8.1	6.2	1.6	3.2	2.4	3.2	0.8
Cc1cccc(C)c1NC(=S)N(CCN(C)C)C(C)c1cccnc1 (stereo unspecified)	8.2	2.3	3.6	12.3	4.3	0.5	0.9	17.1	0.5
COc1cc(OC)cc(C(=O)NCC(=O)OCc2ccc(Cl)c(Cl)c2)c1	7.5	6.3	-3.7	-12.6	-23.4	0.2	0.8	·	1.2
CC1(C)OC(=O)C(=CNc2ccccn2)C(=O)O1	-7.5	15.8	-12.4	-6.5	0.4	-0.6	-0.3	-0.4	0.5
O=C(Nc1cccc(N=Cc2cc(Br)cc(Br)c2O)c1)c1ccco1	-5.4	11.2	-1.5	19.9	2.2	-0.2	1.0	-0.2	0.3
Cc1nc(N2CCOCC2)nc(OCCN(C)C)c1[N+](=O)[O-]	-2.5	22.3	-0.9	7.5	-9.9	0.7	-0.3	-8.3	0.7
COc1ccccc1NC(=O)CCc1nc(-c2cccs2)no1	-0.5	15.0	-4.5	-7.0	-6.2	1.1	1.2	-4.1	1.9
COc1ccccc1Nc1nnc(SCC(=O)N2CCCC2=O)s1	-5.4	3.8	-3.8	-6.3	-6.9	0.6	-0.2	-4.1	1.0
CN(C)c1nc(F)c(F)c(S(=O)(=O)c2ccccc2)c1F	-20.8	-11.2	2.9	17.8	-5.9	-0.9	-2.4	-7.7	1.2
CCCCn1cnc2c(SCc3ccccc3F)nc(N)nc21	-12.4	11.8	·	7.7	·	·	·	·	1.5
COc1ccc(C(CNC(=O)c2cc(C)oc2C)N2CCOCC2)cc1 (stereo unspecified)	-8.9	16.5	-0.7	-11.9	-16.2	0.4	-0.2	8.2	0.1
CC(C)Oc1ccc(C(=O)NN2C(=O)NC3(CCCCC3)C2=O)cc1	-13.3	9.7	-5.7	-15.6	-15.1	0.3	0.2	·	0.6
CCOC(=O)c1ccccc1NC(=O)COC(=O)c1cc([N+](=O)[O-])ccc1N1CCOCC1	6.0	11.9	-5.0	58.8*	-9.2	-0.7	-2.0	·	1.9
CC1CCN(CCCCOc2ccc(C(C)(C)C)cc2)CC1	1.0	-5.2	-15.5	-19.8	-12.0	9.7	4.8	-6.5	9.0
CC(C)c1ccc(NC(=O)C2Cc3c(-c4ccc5c(c4)OCO5)ccnc3O2)cc1 (stereo unspecified)	-1.0	-12.7	·	-14.9	·	·	·	·	0.1
CN(CC(=O)Nc1ccccc1Br)C(=O)c1cccnc1Nc1cccc(C(F)(F)F)c1	-8.6	3.3	-6.8	1.1	-20.2	0.8	0.9	-20.4	1.8
COc1ccc(-c2c(C#N)c(N)n(N)c(=O)c2C#N)cc1Cl	-6.8	12.8	-5.7	-12.1	-10.7	0.6	0.7	-2.1	0.8
Cc1ccn2c(NCc3ccc4c(c3)OCO4)c(-c3ccc(O)cc3)nc2c1	11.4	-4.3	-9.2	10.8	-10.6	0.0	1.7	-4.9	1.1
COc1ccc(CNC(=O)c2c(F)c(F)c(F)c(F)c2F)cc1	-2.0	4.5	5.1	-9.5	4.5	-0.7	-0.8	5.1	0.5
Cc1ccc(P(C)(=O)c2ccc(C)cc2)cc1	-4.0	15.9	2.6	-13.5	-0.4	0.4	0.8	0.1	0.0
CC(C)NC(=S)NC(=O)/C=C/c1cccc2ccccc12	0.8	23.2	-7.5	41.0	-9.7	0.6	-1.4	7.7	1.4
Cc1ccccc1Nc1nc(=O)c2cc([N+](=O)[O-])ccc2s1	-1.2	0.8	-6.0	6.3	-6.7	2.3	0.4	0.2	3.7
CC(C)(C)n1nc2c(c1NC(=O)Cc1cccs1)CSC2	·	·	-9.8	·	-8.2	1.4	-0.5	1.1	·
O=C(CCN1CCc2ccccc2C1)Nc1ccc(F)cc1	-1.1	10.7	-10.6	4.3	-17.3	-0.9	-0.3	5.5	0.6
Cc1ccccc1N1CCN(C2CCCN(C(=O)CSc3ccccn3)C2)CC1 (stereo unspecified)	-13.4	14.9	·	-26.1	·	·	·	·	2.3
C/C=C1\NC(=O)[C@H](C)NC(=O)[C@@H](NC(=O)[C@@H](Cc2ccc(O)cc2)NC(=O)[C@@H](NC(=O)/C(C)=C/C)C(C)C)[C@@H](C)OC(=O)[C@H](CCCCc2ccc(O)cc2)NC(=O)[C@@H](CCC(=O)OC)NC1=O	-20.9	22.1	·	10.5	·	·	·	·	1.5
O=C(NC(=S)Nc1ccccc1CO)C1CCCCC1	-10.6	22.6	-1.0	-32.1	-5.2	0.8	0.5	·	1.9

Single records (already shown). Screens in order: CHO-K1 Ca antag, M1 PAM parental, OXTR potentiate, TAAR1 antag, CHO parental Ca, V1aR counter, OXTR agonist, GPR7 antag, M1 ag parental
Entry for `CCOC(=O)NNC(=O)CCn1c2c(c3ccccc31)CCCC2` → -6.0, 13.6, -6.3, -17.4, -16.9, -0.6, -0.9, 7.1, 0.7
Entry for `COc1cc(OC)cc(C(=O)NCC(=O)OCc2ccc(Cl)c(Cl)c2)c1` → 7.5, 6.3, -3.7, -12.6, -23.4, 0.2, 0.8, ·, 1.2

The order is random (roughly 3.5% active in at least one column).
